FBW7 act: human FBW7 E3 ligase activation, primary screen | normalized activity (activation), % at 26.1 µM | AID 1259310 | AlphaScreen FBW7–phospho-cyclin E peptide binding, activator screen | hit rate 0.13% among 650,000; in the data active means normalized activity above about 1.9%;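 further: purified mutant Fbw7 with reduced substrate affinity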
TEAD-YAP inh: TEAD-YAP interaction inhibition. AID 1259422. inhibition, % at 9.12 µM. HEK-TIYL cells, TEAD-Gal4/YAP UAS-luciferase luminescence. hit rate 1.4% among 640,000; in the data active means inhibition above about 32%;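 further: 0% = median of test compound wells and 100% = reference inhibitor wells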
MITF primary: human MITF inhibition, primary screen; AID 1259374; hit rate 0.91% among 650,000; AlphaScreen MITF homodimerization, bead proximity signal; inhibition, % at 2.6 µM; in the data active means inhibition above about 50%;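 further: 0% = vehicle wells with protein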
Target sequence (O75030 whole entry, looked up): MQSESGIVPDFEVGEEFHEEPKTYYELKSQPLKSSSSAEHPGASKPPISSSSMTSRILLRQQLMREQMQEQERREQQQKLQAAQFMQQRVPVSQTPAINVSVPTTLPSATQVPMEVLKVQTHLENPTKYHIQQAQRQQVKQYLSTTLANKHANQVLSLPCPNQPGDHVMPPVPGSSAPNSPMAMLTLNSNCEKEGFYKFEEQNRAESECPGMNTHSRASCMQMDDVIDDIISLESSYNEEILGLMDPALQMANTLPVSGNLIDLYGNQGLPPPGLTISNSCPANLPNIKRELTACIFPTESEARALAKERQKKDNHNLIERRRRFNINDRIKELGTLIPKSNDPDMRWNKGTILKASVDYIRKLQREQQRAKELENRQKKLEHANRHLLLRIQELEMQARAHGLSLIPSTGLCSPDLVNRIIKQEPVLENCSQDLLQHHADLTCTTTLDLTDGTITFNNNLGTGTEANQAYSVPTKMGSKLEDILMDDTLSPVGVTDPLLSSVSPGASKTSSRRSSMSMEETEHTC
GPR151 activ: human GPR151 activation; Q8TDV0; PathHunter beta-arrestin GPR151 cells, luminescence; activation, % at 11.2 µM; hit rate 1% among 650,000; AID 1508602; in the data active means activation above about 4.9%;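 further: 0% = median of compound wells and 100% = cells with positive control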
Target sequence (Q8TDV0 whole entry, looked up): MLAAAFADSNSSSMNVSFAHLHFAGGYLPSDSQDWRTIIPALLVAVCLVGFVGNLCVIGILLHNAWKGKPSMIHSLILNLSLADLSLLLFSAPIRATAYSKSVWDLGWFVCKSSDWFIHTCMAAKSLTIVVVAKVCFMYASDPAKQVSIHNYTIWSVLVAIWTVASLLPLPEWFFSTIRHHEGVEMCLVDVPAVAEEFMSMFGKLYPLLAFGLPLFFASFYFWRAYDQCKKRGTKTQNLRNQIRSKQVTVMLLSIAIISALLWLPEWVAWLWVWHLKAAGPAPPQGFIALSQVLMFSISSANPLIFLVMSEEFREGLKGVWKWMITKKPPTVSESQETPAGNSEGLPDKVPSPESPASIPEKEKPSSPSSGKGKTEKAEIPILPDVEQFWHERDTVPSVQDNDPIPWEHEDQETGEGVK
An asterisk follows results filed as active.

no.	SMILES	FBW7 act	TEAD-YAP inh	MITF primary	GPR151 activ
1	Cc1ccsc1/C=C1\N=C(c2cccc(Br)c2)OC1=O	-0.2	4.7	-0.3	0.8
2	Cc1cc(-n2cccn2)ccc1[C@@H]1C[C@H]2CN(C)C(=O)[C@]23CCCN13	-0.2	3.9	-3.1	-0.2
3	COc1ccc(N2CCN(S(=O)(=O)c3cc(C(=O)Nc4ccc(Oc5ccccc5)cc4)ccc3F)CC2)cc1	0.0	27.4	8.1	-1.1
4	CC1(C)CC(NCc2ccc(O)cc2)CCO1 (stereo unspecified)	0.0	-1.0	-4.5	-0.4
5	Cc1ccc(N2CCN(c3ccc(C)cc3)C2c2ccccn2)cc1	0.2	-12.8	14.2	0.6
6	O=C(O)CCN1C(=O)C(=O)/C(=C(\O)c2ccccc2)C1c1ccccc1 (stereo unspecified)	0.0	-9.3	-5.5	2.2
7	CC1=NN(c2ccccc2)C(=O)/C1=C\c1cc(C)n(C)c1C	0.0	-62.5	10.6	1.1
8	CCOC(=O)c1c(NC(=O)CSc2nnc(CNC(=O)c3cccc(OC)c3)n2-c2ccc(F)cc2)sc2c1CCCCC2	-0.1	-14.8	-6.9	-0.1

(continued)
no.	SMILES	FBW7 act	TEAD-YAP inh	MITF primary	GPR151 activ
9	CCCN1CCN(c2c(Cl)cccc2NC(=O)Nc2cccc(Br)c2)CC1	-0.1	-1.2	-14.9	2.1
10	CCc1nnc(NC(=O)c2ccccc2C)s1	-0.1	-28.7	10.5	-5.5
11	COc1cccc(-c2csc(/C(C#N)=C/Nc3ccc(F)c([N+](=O)[O-])c3)n2)c1	0.0	-2.5	15.2	0.1
12	CC(=O)c1cccc(NC(=O)CSc2n[nH]c(C)c2[N+](=O)[O-])c1	0.1	-9.1	-6.7	-1.1
13	Cc1cc(NC(=O)CSc2ccc(-c3ccc(F)cc3)nn2)no1	-0.2	-11.1	0.5	-1.0
14	Cc1ccccc1N1C(=O)NC(=O)/C(=C\c2ccc(Oc3ccc([N+](=O)[O-])cn3)cc2)C1=O	-0.1	-3.9	3.6	-1.0
15	COc1ccc(CCN2C(=O)CC(C(=O)NCCc3ccccc3)SC2=Nc2ccc(Cl)cc2)cc1OC (stereo unspecified)	0.1	-6.7	6.2	-0.3
16	CC1(C)CC(OC(=O)c2ccccc2)CC(C)(C)N1OC(=O)c1ccco1	-0.2	3.7	-3.6	-1.2

Retrieved one by one from the list above:
no.	SMILES	FBW7 act	TEAD-YAP inh	MITF primary	GPR151 activ
9	CCCN1CCN(c2c(Cl)cccc2NC(=O)Nc2cccc(Br)c2)CC1	-0.1	-1.2	-14.9	2.1
15	COc1ccc(CCN2C(=O)CC(C(=O)NCCc3ccccc3)SC2=Nc2ccc(Cl)cc2)cc1OC (stereo unspecified)	0.1	-6.7	6.2	-0.3
16	CC1(C)CC(OC(=O)c2ccccc2)CC(C)(C)N1OC(=O)c1ccco1	-0.2	3.7	-3.6	-1.2

Other entries follow:
no.	SMILES	FBW7 act	TEAD-YAP inh	MITF primary	GPR151 activ
17	Nc1ccc(C(=O)C(=O)c2ccccc2)cc1	-0.1	-5.1	-18.0	-0.8
18	CN1CCN(Cc2n[nH]c(=S)n2-c2cccc3ccccc23)CC1	-0.3	3.4	31.1	-0.5
19	O=C(NC(=S)NNS(=O)(=O)c1ccccc1)c1ccccc1[N+](=O)[O-]	-0.1	1.1	16.2	1.2
20	CCn1cnc2sc(C(=O)Nc3cccc4ccccc34)c(C)c2c1=O	-0.1	1.1	-4.7	0.0
21	Cc1nnc(SCC(=O)N2CCCCCC2)n1-c1ccc(F)cc1	0.0	-3.7	3.3	-1.3
22	O=C(N/N=C/C=C/c1ccccc1)c1cc(-c2ccccc2)n[nH]1	0.0	-10.0	7.0	1.5
23	CCC(=O)NCc1nc2ccccc2n1C	0.0	-1.3	-4.1	0.4
24	COCCOC(=O)c1c(C)oc2cc(Br)c(OC/C=C/c3ccccc3)cc12	-0.1	0.1	-9.0	-0.7

The list continues:
no.	SMILES	FBW7 act	TEAD-YAP inh	MITF primary	GPR151 activ
25	O=C(COc1ccc(F)cc1)Nc1nc2ccccc2s1	-0.1	-66.0	-9.9	-1.4
26	O=C(COC(=O)c1ccc[n+]([O-])c1)NC(c1ccccc1)c1ccccc1	0.0	2.8	-1.4	2.8
27	O=[N+]([O-])c1cccc(-c2nc(NCC3CCCO3)c3ccccc3n2)c1 (stereo unspecified)	-0.1	12.9	3.9	1.3
28	CCCCC(CCC(=O)NCc1ccccc1)(C(=O)OCC)C(=O)OCC	0.2	4.2	-13.9	-1.8
29	Cc1nnc(NC(=O)CSc2cn(Cc3ccccc3)c3ccccc23)s1	0.1	-2.3	24.2	2.0
30	CC(C)(C)c1ccc(Cn2cnc3sc4c(c3c2=O)CCCC4)cc1	0.2	61.6*	-2.1	0.6
31	O=C(CSC1CC(=O)N(c2ccc(Cl)cc2)C1=O)Nc1ccc(F)cc1 (stereo unspecified)	-0.1	14.3	8.9	0.6
32	Cn1nccc1Nc1nc(NCCN2CCOCC2)c2ncn(-c3ccsc3)c2n1	0.0	49.6*	-0.4	-1.6

Further entries follow:
no.	SMILES	FBW7 act	TEAD-YAP inh	MITF primary	GPR151 activ
33	N#CCC(=O)NNC(=S)NCc1ccc(Cl)cc1	-0.4	-5.8	-4.8	2.1
34	NS(=O)(=O)c1ccc(CCNC(=O)CSc2nc3ccccc3c(=O)n2CCCC(=O)NCC2CCCO2)cc1 (stereo unspecified)	0.5	6.1	-8.5	-0.2
35	COc1ccc(Cn2nnnc2C(c2ccccc2)N2CCC(C)CC2)cc1 (stereo unspecified)	0.4	-0.1	3.4	0.2
36	CC1=CN2C(=N)/C(=C/c3cc(C)n(-c4cccc(F)c4)c3C)C(=O)N=C2S1	-0.1	0.5	9.5	0.2
37	Cc1ccc(C)c(NS(=O)(=O)c2ccc(NS(=O)(=O)c3ccccc3)cc2)c1	0.2	7.9	2.5	-1.9
38	CN1CCN(CCCOc2ccccc2C=O)CC1	0.6	-2.4	65.2*	-1.3
39	CSc1ccc(S(=O)(=O)Nc2cccnc2)cc1	0.0	10.3	-7.3	-0.4
40	COc1ccc(C)cc1-n1ccnc1SCC(=O)Nc1ccc(NC(C)=O)cc1	-0.1	1.5	-7.2	-0.2

Remaining list, next part.
no.	SMILES	FBW7 act	TEAD-YAP inh	MITF primary	GPR151 activ
41	O=C(COC(=O)c1cc(=O)[nH]c2ccccc12)c1ccccc1	0.2	-1.0	7.4	0.5
42	O=C(CSc1nnc(NC(=O)c2ccccc2)s1)Nc1ccc(Cl)cc1	0.9	-71.1	13.3	0.2
43	COc1ccc(C(CC(=O)O)NC(C)=O)cc1OC (stereo unspecified)	-0.1	-0.5	-2.5	0.6
44	CC(C)c1cc(C(=O)NCc2ccccn2)nn1-c1nc2ccccc2s1	-0.1	6.6	-0.2	0.2
45	COc1ccc(N2C(=O)C3C4C=CC(C3C2=O)C2C(=O)N(c3ccc(OC)cc3)C(=O)C42)cc1 (stereo unspecified)	0.2	10.5	4.4	1.2
46	Cc1cc(=O)oc2c(CN(C)C3CCCCC3)c(O)ccc12	-0.3	-4.2	0.6	-0.5
47	CC(=O)Nc1ccc(NN=C(C#N)C#N)cc1	0.0	0.6	1.5	-0.4
48	O=C(N/C(=C/c1cccnc1)C(=O)N1CCCCCC1)c1ccco1	-0.2	-6.4	2.6	2.0

Other structures follow.
no.	SMILES	FBW7 act	TEAD-YAP inh	MITF primary	GPR151 activ
49	Cc1ccc(-c2nnc(SCC(=O)N3CCCCC3C)o2)cc1 (stereo unspecified)	-0.1	-12.7	-7.3	-1.6
50	COC(=O)C1=C(C)NC2=C(C(=O)CC(C)(C)C2)C1c1cccc(O)c1 (stereo unspecified)	0.7	-3.9	5.0	0.8
51	COc1ccccc1CCN=C(N)NS(=O)(=O)c1ccc(C)c(C)c1	0.5	4.2	15.8	1.3
52	Cc1cc(NS(=O)(=O)c2c(F)cc(F)cc2Br)c2ccccc2n1	-0.2	-0.3	-1.4	-0.4
53	Cc1ccccc1CN1CCNC(=O)C1CC(=O)OCc1ccccc1 (stereo unspecified)	0.1	2.1	15.2	1.7
54	CSCCOC(=O)C1=C(C)NC(=O)NC1c1ccc2ccccc2c1 (stereo unspecified)	0.1	6.8	12.5	-0.2
55	O=C1CCN(C(=O)CNC(=O)CC23CC4CC(CC(C4)C2)C3)CC1	0.5	3.9	18.7	0.4
56	COc1ccccc1-c1cc(=O)n(CC(=O)NCc2ccc(F)cc2)c2c1CCCC2	0.0	1.7	9.7	-0.3

Going on with the list.
no.	SMILES	FBW7 act	TEAD-YAP inh	MITF primary	GPR151 activ
57	Cc1cc(C)n(CC(C)C(=O)N2CCC3(CC2)NC(=O)c2cccnc2N3C)n1 (stereo unspecified)	-0.1	3.0	1.0	1.5
58	O=c1[nH]c(=S)[nH]c(O)c1C=Nc1ccc(F)c(Cl)c1	-0.1	-2.1	10.0	5.3*
59	COc1cc(OC)cc(C2=N/C(=C\C(C)=C\c3ccccc3)C(=O)O2)c1	0.2	8.8	-20.9	-1.0
60	O=C(CSc1nc(=O)n(CCO)c2c1CCC2)N1CCN(c2ccccc2)CC1	-0.1	15.5	1.5	1.1
61	CC1(c2ccccc2Br)NC(=O)N(Cc2ccccc2F)C1=O (stereo unspecified)	-0.2	-0.5	-2.0	0.2
62	Cc1ccc(-c2csc(Nc3ccc(Cl)cn3)n2)o1	-0.3	-85.0	2.8	4.5
63	COc1ccccc1C1C2=C(CCCC2=O)Nc2nc(-c3cccc(C)c3)nn21 (stereo unspecified)	-0.1	1.1	2.6	0.4
64	COc1cccc(C(=O)NCCSc2c(C)[nH]c3ccccc23)c1OC	-0.1	-2.3	6.4	1.1

New compounds follow.
no.	SMILES	FBW7 act	TEAD-YAP inh	MITF primary	GPR151 activ
65	Nc1nc(Nc2ccc(N3CCOCC3)cc2)cc(-c2cccs2)n1	0.6	-25.1	9.3	0.9
66	CCOc1cc(C2Nc3ccccc3NC3=C2C(=O)CC(C)(C)C3)ccc1OC(C)=O (stereo unspecified)	1.0	4.8	9.2	-1.1
67	CSCCC(=O)N1CCC(CCC(=O)Nc2cccc(C)c2)CC1	0.7	-10.5	7.5	0.4
68	Cc1nc2ccccc2n1CCOc1ccc(Cl)cc1	0.2	-2.6	7.3	0.9
69	CCc1ccc(CN2CCc3nnc(C(NC(=O)c4ccccn4)C(C)C)n3CC2)cc1 (stereo unspecified)	0.6	9.4	8.2	-1.3
70	CC(C)Sc1nc(-c2ccc(F)cc2)nc2c1c(=O)n(C)c(=O)n2C	0.1	4.6	-5.9	1.0
71	CCOC(=O)c1c(/N=C/N(C)C)sc(C)c1C	0.0	-14.5	-9.0	2.2
72	COc1ccccc1C(=O)N(Cc1nnc2c3ccccc3c(C)nn12)c1ccccc1	-0.2	10.6	8.7	-0.4

Other records:
no.	SMILES	FBW7 act	TEAD-YAP inh	MITF primary	GPR151 activ
73	O=C(NC1CCCCCC1)c1ccc(NS(=O)(=O)c2cccc([N+](=O)[O-])c2)cc1	0.0	-8.2	13.0	2.4
74	COc1ccc(-n2c(=S)[nH]c3cc(C(=O)Nc4cccnc4)ccc3c2=O)cc1	0.0	-3.5	10.6	0.0
75	O=C1NC(=S)N/C1=C\C(=O)c1ccc(Cl)cc1	0.2	-1.4	11.8	-1.1
76	Cc1c(C)n2c3c(=O)n(C)c(=O)n(C)c3nc2n1-c1ccc(OC(C)C)cc1	-0.1	-8.2	-16.9	0.8
77	Cc1ccc(Cl)cc1NS(=O)(=O)c1ccc2c(c1)CCN2C(=O)CCC(=O)O	0.3	10.6	13.8	-0.7
78	CCOC(=O)c1c(C)[nH]c(C(=O)CN2C(=O)NC(C)(c3ccccc3Cl)C2=O)c1C (stereo unspecified)	0.0	1.7	-2.6	0.4
79	CC(NC(=O)c1cccnc1)C(c1cccs1)N1CCN(C)CC1 (stereo unspecified)	0.2	-5.5	-9.5	2.6
80	CC(C)(C)C(=O)N1CCc2cc(-c3csc(N)n3)ccc21	0.1	4.7	15.0	-0.5

Going on with the list.
no.	SMILES	FBW7 act	TEAD-YAP inh	MITF primary	GPR151 activ
81	O=C(CCC(=O)c1ccc2c(c1)OCCO2)OCc1csc(-c2ccccc2)n1	0.1	0.1	4.3	1.5
82	O=C(Nc1ccccc1C(=O)O)c1ccc(N2C(=O)c3ccc(C(=O)Nc4ccccc4C(=O)O)cc3C2=O)cc1	0.1	3.8	6.5	0.2
83	CC(=O)Nc1ccc(C(=O)Nc2ccc(OCC(=O)O)cc2)cc1	0.1	0.6	5.1	-1.9
84	CC1=C(C(=O)Nc2ccccc2)C(c2ccco2)C(C#N)=C(SCC(N)=O)N1 (stereo unspecified)	0.0	-1.3	3.6	0.8
85	CCOC(=O)C1=C(C)N=c2s/c(=C\c3ccc(C(C)C)cc3)c(=O)n2C1c1ccccc1 (stereo unspecified)	0.3	3.0	2.8	-0.3
86	Cc1ccccc1NC(=O)Cn1c(=O)oc2cc(Cl)ccc21	0.0	4.5	5.1	1.7
87	CC(C)CCn1c(=O)c2ccccc2n2c(=S)[nH]nc12	-0.1	1.3	-5.3	-0.5
88	Cc1cc(-c2nnc(NC(=O)C3Oc4ccccc4OC3C)o2)n(C)n1 (stereo unspecified)	-0.7	-5.9	-14.6	0.9
89	N#Cc1ccc2ccn(CC(=O)NCc3ccccc3)c2c1	0.0	4.3	6.3	0.7

Screening results (PubChem BioAssay)
